Source: PubChem BioAssay
hcDAF12 agonist: H. contortus DAF-12 activation, primary screen | AID 652067 | 370,000 tested, 1.4% active | activation, % at 6.8 µM | HEK293 hcDAF-12 lit1-tk-luc reporter, luminescence; 0% DMSO, 100% Δ7-dafachronic acid;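 active means activation above the mean of all tested compounds plus 3 SD, cut at about 5.5% in these data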;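 further: 100% = response to 3 µM Δ7-dafachronic acid high control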
SMARCA2 activ: activators of SMARCA2 function; MG213 cells, MMTV-luciferase reporter, dexamethasone, overnight; activation, % at 9.1 µM; 370,000 tested, 1% active; AID 652017; in the data active means activation above about 7.8%;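 further: 0% = vehicle wells and 100% = reference activator wells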
Rev-erbA mod: modulators of human Rev-erb alpha DNA binding. P20393. AID 1259318. activity, % at 10 µM. Rev-erbα–FITC-DNA binding, fluorescence polarization, 90 min. 370,000 tested, 0.79% active;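 active means activity above about 14%, limit read from the data; passing the limit was not always enough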;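 further: 0% = DMSO wells with 35 nM protein and 100% = DMSO wells with 750 nM protein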
Target sequence (P20393 whole entry, looked up): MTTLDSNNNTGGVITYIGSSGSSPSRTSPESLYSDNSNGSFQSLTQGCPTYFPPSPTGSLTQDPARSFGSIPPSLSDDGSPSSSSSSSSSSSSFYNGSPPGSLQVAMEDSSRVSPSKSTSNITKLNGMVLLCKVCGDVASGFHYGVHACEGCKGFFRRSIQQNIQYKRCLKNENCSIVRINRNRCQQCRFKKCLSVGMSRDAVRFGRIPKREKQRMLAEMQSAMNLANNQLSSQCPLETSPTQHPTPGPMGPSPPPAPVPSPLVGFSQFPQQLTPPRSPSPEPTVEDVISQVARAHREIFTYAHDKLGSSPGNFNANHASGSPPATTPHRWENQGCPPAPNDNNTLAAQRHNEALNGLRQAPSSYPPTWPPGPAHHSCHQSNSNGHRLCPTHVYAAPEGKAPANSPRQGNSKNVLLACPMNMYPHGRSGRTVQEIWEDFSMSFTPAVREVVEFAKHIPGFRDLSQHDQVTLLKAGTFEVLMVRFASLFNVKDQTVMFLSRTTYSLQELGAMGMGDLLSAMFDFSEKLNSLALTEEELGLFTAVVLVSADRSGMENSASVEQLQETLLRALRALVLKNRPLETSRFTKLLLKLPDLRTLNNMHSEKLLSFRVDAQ
PLC-beta3 inh: blocks human PLC-beta3 enzyme activity; Q01970; Purified PLC-beta3, fluorogenic substrate, fluorescence; inhibition, % at 12.2 µM; 370,000 tested, 0.18% active; AID 720704; in the data active means inhibition above about 11%;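 further: 0% = median of compound wells on plate and 100% = full blocker control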
ssDAF-12 act: activators of S. stercoralis DAF-12 nuclear receptor | 370,000 tested, 1% active | HEK293 ssDAF-12/GRIP1 lit1-tk-luc reporter, luminescence; % of 3 µM dafachronic acid response | AID 652126 | activation, % at 6.8 µM;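 active means activation above the mean over all tested compounds plus 3 SD, cut at about 0.9% in these data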;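 further: 0% = DMSO-only wells and 100% = 3 µM delta7-dafachronic acid wells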
hgDAF-12 ag: agonists of H. glycines DAF-12 nuclear receptor; HEK293 GAL4-hgDAF12 UAS-luciferase reporter, agonist luminescence; normalized to butyrate control; activation, % at 6.8 µM; 370,000 tested, 1.8% active; AID 687014;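 active means activation above a cutoff set at the mean of all screened compounds plus 3 SD, cut at about 10% in these data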;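 further: 0% = DMSO wells and 100% = sodium butyrate wells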
DAX1 inh-1: NR0B1 (DAX1) inhibition. P51843. HEK293 Gal4-DAX1 luciferase reporter, luminescence. inhibition, % at 6.75 µM. 340,000 tested, 0.99% active. AID 504766;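 active means inhibition above the mean over all tested compounds plus 3 SD, cut at about 4.2% in these data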;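 further: 0% = DAX1-transfected cells with DMSO and 100% = empty-vector control cells with DMSO; inhibition shows as a rise in luminescence from relieved DAX1 repression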
sPLA2-III inh: Inhibits HGIII-sPLA2 liposome hydrolysis, primary screen; 370,000 tested, 0.56% active; QFRET BODIPY PC-A2 liposome hydrolysis, fluorescence; Q9NZ20; inhibition, % at 12.2 µM; AID 743126;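 active means inhibition above mean plus 3 SD of compounds lying within the high and low control bounds, cut at about 19% in these data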;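 further: 0% = median of test compound wells and 100% = no enzyme DMSO wells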
Target sequence (Q9NZ20 whole entry, looked up): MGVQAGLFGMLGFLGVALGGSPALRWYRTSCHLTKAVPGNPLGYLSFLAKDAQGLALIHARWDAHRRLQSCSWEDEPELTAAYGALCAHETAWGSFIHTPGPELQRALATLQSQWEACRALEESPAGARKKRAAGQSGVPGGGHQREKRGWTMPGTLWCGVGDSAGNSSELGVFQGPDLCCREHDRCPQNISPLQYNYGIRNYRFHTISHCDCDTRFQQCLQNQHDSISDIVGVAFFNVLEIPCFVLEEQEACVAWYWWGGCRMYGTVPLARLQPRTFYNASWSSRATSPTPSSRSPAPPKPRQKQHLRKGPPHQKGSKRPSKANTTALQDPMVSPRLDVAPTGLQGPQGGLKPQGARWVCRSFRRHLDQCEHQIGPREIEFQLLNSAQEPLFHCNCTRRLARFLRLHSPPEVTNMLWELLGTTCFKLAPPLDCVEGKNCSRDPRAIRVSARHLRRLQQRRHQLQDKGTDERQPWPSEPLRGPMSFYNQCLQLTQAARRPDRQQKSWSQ
PG9 binder: PG9 antibody binding by small molecule | TR-FRET gp120-PG9 antibody binding | inhibition, % at 6.7 µM | 360,000 tested, 0.43% active | AID 624416; in the data active means inhibition above about 8.5%
FXN GAA850 act: frataxin GAA850 promoter activation; 360,000 tested, 0.56% active; activation, % at 6 µM; HEK293 lucGAA850 FXN promoter luciferase reporter, 24 h; percent of 10 µM SAHA response;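 active means activation above the average of all compounds screened plus 3 SD, cutoff fixed separately per campaign, cut at about 7.5% in these data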;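 further: 0% = DMSO wells and 100% = 10 µM SAHA wells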
DAX1 inh-2: blocks DAX1 repression of SF-1 activated StAR promoter | HEK293T StAR-luciferase reporter, SF-1/DAX-1 repression relief | AID 652010 | inhibition, % at 6.8 µM | 370,000 tested, 1.1% active;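 active means inhibition above the mean over all tested compounds plus 3 SD, cut at about 3.6% in these data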;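 further: 0% = DAX-1 cells with DMSO and 100% = cells lacking DAX-1 with DMSO; higher inhibition means more luminescence from relief of DAX-1 repression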
An asterisk follows results filed as active; x = not tested or not shown. This is a random part of the collection (roughly 7% active in at least one column).

compound	hcDAF12 agonist	SMARCA2 activ	Rev-erbA mod	PLC-beta3 inh	ssDAF-12 act	hgDAF-12 ag	DAX1 inh-1	sPLA2-III inh	PG9 binder	FXN GAA850 act	DAX1 inh-2
COC(=O)c1ccc(N2CCOCC2)c(NC(=O)c2ccc3c(c2)OCO3)c1	0.4	3	1	-1	-1.1	2.0	-1.1	4	-2.8	1.5	0.1
Cc1nc(SCC(=O)N2CCC(Cc3ccccc3)CC2)[nH]c(=O)c1C	-0.9	1	2	-1	-0.4	1.6	-0.8	1	-3.5	-1.2	0.4
CNC(=O)N(O)C1N(/N=C/c2ccccc2O)C(=S)SC1(C)C (stereo unspecified)	-0.8	-5	1	-22	-0.8	-5.1	-1.8	9	0.9	1.8	-0.6
CCOC(=O)c1cccc(NC(=O)CCc2c(C)nc3ncnn3c2C)c1	-0.1	2	-3	1	-1.5	-0.7	1.6	2	-3.1	0.7	-0.3
CCOC(=O)C(C)NC(=O)C(NC(=O)C1CCC(CC)CC1)C(C)C (stereo unspecified)	-3.0	0	-1	3	-0.8	1.7	-0.6	7	-0.6	-1.7	0.0
CCn1c(SC(C)C(=O)Nc2ccc(N3CCOCC3)cc2)nnc1-c1ccco1 (stereo unspecified)	-0.7	-1	5	-8	-1.2	1.3	-0.5	-1	-0.2	0.7	-0.9
O=C1C=C(c2cccc(Br)c2)C[C@@H](c2ccc(Cl)cc2)C1	-1.7	0	1	3	-1.4	-0.4	0.1	0	-1.4	2.7	-0.5
CC#CC#Cc1cccc(=O)o1	2.5	9.8*	-6	-9	-1.0	-4.5	1.3	0	-0.1	4.7	-0.6
O=C(O)CC1(C(=O)O)CCCC1	0.3	-5	5	5	-0.6	-1.2	1.6	6	2.8	0.5	0.5
O=C(CSc1nnc(CNC(=O)c2ccccc2F)o1)NC1CCCC1	-0.6	6	9	0	-1.2	-0.1	0.5	6	-2.7	1.5	-0.1
COc1ccc(-c2ccc(/C=C3/C(=N)N4C(C)=CSC4=NC3=O)o2)c([N+](=O)[O-])c1	1.5	5	-27	-18	-1.4	0.8	-0.1	-3	-4.7	2.5	-0.5
Cc1nc2c(nnn2Cc2ccccc2)c(=O)n1-c1ccccc1	-1.6	-3	0	2	-1.0	-1.6	-0.4	-1	0.9	0.8	-0.5
CC(=O)c1cccc(NC(=O)C2CC(=O)N(C3CCCC3)C2)c1 (stereo unspecified)	1.8	-1	1	-1	-1.1	1.2	1.4	4	-0.3	0.8	0.2
COc1cccc(C2/C(=C(\O)c3ccc4c(c3)OCCO4)C(=O)C(=O)N2Cc2cccnc2)c1 (stereo unspecified)	-0.8	-1	-3	-10	-0.7	-0.4	0.8	4	23*	-2.3	0.0
O=C1N[C@H](Cc2ccccc2)COC(=O)[C@H](Cc2ccc(F)cc2)C/C=C\C[C@@H]1CC(=O)N(CCO)Cc1ccccc1	-2.6	1	4	1	-1.4	-1.0	0.5	-33	-0.6	-2.0	-0.7
COC(=O)c1ccc(OCC(=O)Nc2ccccc2C(=O)NC2CC2)cc1	-0.3	-5	1	-11	-1.2	-3.1	1.1	12	0.9	0.3	-1.1
C/C(=N\NC(=O)CSCc1ccc([N+](=O)[O-])cc1)c1ccccc1	-1.1	-5	-1	1	-0.7	-0.3	-0.5	0	0.8	1.0	-0.1
CCC(C(=O)N1CCC(C(N)=O)CC1)n1nc(C)n2c(cc3occc32)c1=O (stereo unspecified)	-1.8	-1	3	-17	-1.1	3.1	1.1	0	1.1	-0.5	-0.5
Cc1[nH]n(-c2cccc(Cl)c2)c(=O)c1C=NCC(C)C	3.5	8	-5	0	-1.4	10	4.3*	-3	-0.2	5.7	3.4
COc1ccc(CN2CCNC(=O)C2CC(=O)N(C)Cc2nccs2)c(OC)c1 (stereo unspecified)	-1.8	-1	1	-2	-1.3	-0.6	1.4	-3	-0.2	0.5	-0.8

Some of these compounds in order of molar mass, ascending.
compound	hcDAF12 agonist	SMARCA2 activ	Rev-erbA mod	PLC-beta3 inh	ssDAF-12 act	hgDAF-12 ag	DAX1 inh-1	sPLA2-III inh	PG9 binder	FXN GAA850 act	DAX1 inh-2
Cc1[nH]n(-c2cccc(Cl)c2)c(=O)c1C=NCC(C)C	3.5	8	-5	0	-1.4	10	4.3*	-3	-0.2	5.7	3.4
CNC(=O)N(O)C1N(/N=C/c2ccccc2O)C(=S)SC1(C)C (stereo unspecified)	-0.8	-5	1	-22	-0.8	-5.1	-1.8	9	0.9	1.8	-0.6
Cc1nc(SCC(=O)N2CCC(Cc3ccccc3)CC2)[nH]c(=O)c1C	-0.9	1	2	-1	-0.4	1.6	-0.8	1	-3.5	-1.2	0.4

More compounds:
compound	hcDAF12 agonist	SMARCA2 activ	Rev-erbA mod	PLC-beta3 inh	ssDAF-12 act	hgDAF-12 ag	DAX1 inh-1	sPLA2-III inh	PG9 binder	FXN GAA850 act	DAX1 inh-2
Clc1nc(NCc2ccco2)nc(N2CCCCC2)n1	-0.2	-3	6	2	-0.1	-0.4	0.5	5	-1.3	-0.5	-0.4
COC(=O)[C@@]1(Sc2ccc(C)cc2)CC(=O)N[C@@H]1c1ccccc1	1.7	-5	-3	2	-0.8	-0.8	x	-3	-1.1	x	1.4
O=C(NCCc1ccc(Cl)cc1)/C(=C/c1cccnc1)NC(=O)c1ccccc1	1.8	-4	0	-16	-1.5	-0.9	3.3	1	-1.3	0.4	-0.5
COCCNc1nc(Oc2ccc(C(N)=O)cc2)c2sccc2n1	-2.2	2	-6	-2	-1.8	-2.6	x	-5	-0.6	3.5	-0.6
CN(C(=O)c1ccccc1Cl)c1ccccc1C(=O)NCc1ccccc1	-0.1	0	-6	-7	-1.4	3.2	0.2	1	-0.4	0.1	4.1*
Cc1ccccc1NCc1ccccc1O	-1.6	3	1	6	-1.2	0.8	0.3	9	-3.8	2.1	0.6
CCOC(=O)CC(/C(C)=N\O)c1ccccc1 (stereo unspecified)	-0.6	0	8	-3	-0.9	-0.9	0.1	6	3.0	2.0	0.5
Cc1ccc(/C=N/n2c(C)nnc2C)cc1	-2.3	0	5	4	-1.0	2.2	0.8	2	-0.7	0.0	-0.2
C[C@H]1CN([C@@H](C)CO)C(=O)CCCn2nncc2CO[C@H]1CN(C)C(=O)C1CCCCC1	-0.8	2	-2	3	-1.3	1.4	0.4	7	2.1	2.5	1.2
O=C(CSc1nnc(-c2cnccn2)n1Cc1ccco1)Nc1ccc(Br)cc1	-1.9	0	5	-4	-1.4	-4.3	-0.7	-12	0.5	-4.4	-0.7
Cc1cccc(N2CCN(C(=O)C3CCN(S(=O)(=O)c4cccc5cccnc45)CC3)CC2C)c1 (stereo unspecified)	-1.4	3	-6	-7	-1.1	-3.4	-1.2	6	-1.7	-4.3	0.5
COCCn1c(=O)[nH]c2cc(C(=O)Nc3cc(OC)c(OC)c(OC)c3)ccc2c1=O	-1.4	-1	1	-7	-1.1	-1.4	-1.5	-4	-2.0	1.1	-0.2
CC(=O)c1c(C)nn(CC(O)COc2ccc3ccccc3c2)c1C (stereo unspecified)	-3.3	-5	-2	-1	-2.4	0.7	-0.9	-10	-0.4	0.4	-1.6
COc1ccc(NC(=O)CC2CCCC2)cc1S(=O)(=O)N1CCCCC1	-1.3	-2	-1	1	-1.2	-2.2	-1.1	-3	-1.4	1.1	-0.3
CCCCn1c(/N=C/c2ccc(N(C)C)cc2)nc2ccccc21	-0.7	0	0	1	-1.0	-1.7	1.1	-2	-1.5	-2.9	-1.0
CC(=O)N1CCn2c3ccc(C)cc3c3cccc1c32	0.3	8.4*	1	1	-0.8	2.6	2.5	-1	0.7	1.1	1.4
CCOC(=O)C(C)/C(C)=N\Nc1ccc([N+](=O)[O-])cc1[N+](=O)[O-] (stereo unspecified)	-0.1	-2	-3	4	-1.1	1.2	0.2	0	1.0	-0.4	0.5
O=C(Nc1ccccc1Oc1ccccc1)C1CC1	-2.3	0	1	2	-1.6	-1.1	0.7	2	-0.4	-1.5	-0.4
CCCC1CC(=O)NC1(C(=O)OCC)C(=O)OCC (stereo unspecified)	-0.9	-5	-2	-1	-0.8	-3.5	0.2	-5	-0.5	1.5	2.7
O=c1c2ccccc2[nH]c(=S)n1Cc1ccc2c(c1)OCO2	-1.8	3	38*	-16	-1.8	-3.1	-0.2	6	8.6*	0.4	-0.6
Cc1nc(CC(=O)Nc2nc(C(C)(C)C)cs2)cs1	-2.5	-3	2	-3	-1.2	1.3	0.0	8	0.1	-0.2	-1.6
NC(=O)c1ncn([C@@H]2O[C@H](C(=O)N[C@H](Cc3c[nH]c4ccccc34)C(=O)O)[C@@H](O)[C@H]2O)n1	2.2	-1	8	-1	-0.2	-2.1	x	-4	-3.2	x	1.0
C[C@@H]1CCC[C@]2(O[C@H](CCO)C[C@@H](O)[C@@H]2O)O1	-0.9	0	-3	0	-0.7	-1.2	-0.2	10	-2.0	2.1	-0.3
CC(NC(=O)C1CCN(c2nnc(-n3cccc3)s2)CC1)C12CC3CC(CC(C3)C1)C2 (stereo unspecified)	0.3	-1	9	-1	-0.9	-0.7	0.3	11	-0.2	-2.5	0.3
Cc1cc(C)nc(-n2nc(C)c(C3(O)C(=O)Nc4ccc(F)cc43)c2N)n1 (stereo unspecified)	0.2	0	2	2	-0.5	0.2	-0.6	-7	-0.8	0.5	-0.3
Cc1cccc(NS(=O)(=O)c2ccc(NC(=O)N3CCCCC3)cc2)c1	-4.6	-4	2	-16	-2.1	-5.8	-1.7	-31	-3.1	-1.1	-8.0
C1=CCN(Cc2ccccc2)C1	-2.1	-5	-2	-6	-0.7	1.8	-0.2	14	-0.5	-0.9	0.5
COc1ccc(CCNC(=O)c2ccccc2NC(=O)C2=C(C)OCCS2)cc1OC	-0.9	-1	0	-6	-1.6	-0.7	-0.3	-12	0.2	0.6	-3.8
CCO/C=C1/C(=O)N(c2ccccc2OC)C(=O)c2ccccc21	0.3	-2	-1	-147	-1.2	1.5	0.3	1	0.9	0.1	0.5
COCCNC(=O)c1onc(CSc2cccc(C)c2)c1C(=O)O	0.5	1	2	1	-1.2	1.4	1.1	4	-0.3	-0.6	-0.1
COc1ccc(Cl)cc1NC(=O)Nc1cnccn1	0.5	-1	1	-4	-0.4	2.8	0.2	3	1.5	2.0	-1.1
CCCC(=O)Nc1ccc(-c2nc3cc(C)ccc3o2)cc1	12*	-1	6	-77	1.7*	13*	0.4	-22	-0.4	0.0	3.9*
O=C(/C=C/c1ccc(Br)cc1)NC1CCCCCC1	0.7	1	-3	2	-1.2	5.1	2.7	0	-1.1	4.8	0.0
COc1ccc(CNC(=O)C(C)n2nc(C)n3c(cc4occc43)c2=O)cc1 (stereo unspecified)	-2.3	0	-5	-12	-1.7	2.5	0.0	-1	-0.9	2.6	1.5
Cc1ccccc1Cn1ccc2ccc(-c3ccc4ccn(Cc5ccccc5)c4c3)cc21	-1.1	-3	-2	-92	-0.7	4.1	x	8	x	x	-1.1
Cc1ccc(C)c(OCCCN2CCNCC2)c1	2.1	0	1	-7	-1.2	0.8	0.4	-1	-2.1	2.9	0.1
CC(=O)NCC1CCCN(Cc2cn(-c3ccccc3F)nc2-c2cc(C)sc2C)C1 (stereo unspecified)	-0.5	-1	-2	-4	-1.5	4.8	0.2	-5	0.8	2.5	1.0
